FLuc counter: firefly luciferase modulation, counter-screen for miR-21 project | purified FLuc, Km substrates, luminescence inhibition | Potency, µM (top dose mostly 57.5 µM), for the others: top-dose activity change, negative = inhibition, actives largely listed as inhibitors | 360,000 compounds, 6.9% hits;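 further: plate controls were vehicle for no effect and reference inhibitor for full effect; nearly all actives have a fitted effect of over 55% in size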
Target sequence (P08659 whole entry, looked up): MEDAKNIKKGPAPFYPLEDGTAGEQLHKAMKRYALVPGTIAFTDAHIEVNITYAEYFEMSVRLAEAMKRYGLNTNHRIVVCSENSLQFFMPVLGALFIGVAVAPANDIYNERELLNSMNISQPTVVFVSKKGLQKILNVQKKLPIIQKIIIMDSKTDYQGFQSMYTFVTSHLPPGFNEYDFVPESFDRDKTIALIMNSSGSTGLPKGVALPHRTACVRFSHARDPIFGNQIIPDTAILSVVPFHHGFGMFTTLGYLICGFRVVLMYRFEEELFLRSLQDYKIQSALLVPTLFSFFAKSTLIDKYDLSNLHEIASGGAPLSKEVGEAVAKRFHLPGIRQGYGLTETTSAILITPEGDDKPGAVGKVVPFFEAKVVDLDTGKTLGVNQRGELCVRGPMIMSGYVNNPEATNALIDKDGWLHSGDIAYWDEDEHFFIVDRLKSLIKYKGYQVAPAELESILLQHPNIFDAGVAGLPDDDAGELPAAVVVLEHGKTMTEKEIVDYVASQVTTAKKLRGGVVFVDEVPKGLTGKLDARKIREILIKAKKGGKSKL
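Biochemical qHTS of compounds, final roughly 60 µM downward over six points, against 10 nM purified firefly luciferase using Km concentrations of substrates (10 uM D-luciferin, 10 uM ATP) in Tris acetate pH 7.5 buffer; luminescence output.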
NPC1 prom act: activators of NPC1 promoter. Huh7 NPC1 promoter luciferase reporter, 24 h. Potency, µM (doses to about 9.22 µM), for the others: top-dose activation, most hits filed as activators. AID 485313. 320,000 compounds, 2.4% hits;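 further: % of control where 0% means no effect; nearly all actives have a fitted effect of over 60% in size; reporter is driven by a mutant NPC1 promoter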
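In 1536-well qHTS, Huh7 cells harboring an NPC1 promoter–luciferase construct received compound for 24 h; activation was quantified by luminescence following luciferase reagent addition.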
ELG1 genotox: inducers of genotoxicity in HEK293T ELG1-luciferase cells; HEK293T ELG1-luciferase reporter, luminescence, 16 h; Potency, µM (titrated, usually from 46 µM), without a hit: at the highest dose activity change, positive = activation, hits mostly activators; 330,000 compounds, 1.3% hits; AID 504466; further: % of control where 0% means no effect; nearly all actives have a fitted effect of over 60% in size
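Reporter readout depends on ELG1 protein level, which increases with genetic stress. After 16 hr compound exposure at 37 °C, luciferase activity was quantified using ONE-Glo.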
uPA surface inh: inhibitors of cell surface uPA generation | AID 540303 | 330,000 compounds, 0.31% hits | Potency, µM (titrated, usually from 38.3 µM), without a hit: at the highest dose activity change, negative = inhibition, hits mostly inhibitors | cell surface uPA generation assay, qHTS; active means well fitted inhibition curve with a large enough effect; inconclusive means small, poorly fitted or top-dose-only effect; inactive means no such curve, though single readings can be large or run the other way; tested in mouse RAW 264.7 cells; further: on the % scale 0 is the no-effect control and ±100 the full control effect; nearly all actives have a fitted effect of over 55% in size
MBNL1-CUG inh: inhibitors of human MBNL1 binding to CUG repeat RNA. Q9NR56. TR-FRET MBNL1-His/biotin-(CUG)12 binding, 665/545 ratio. Potency, µM (doses to about 57.5 µM), for inactives: at the top dose activity change, negative = inhibition, hits mostly inhibitors. 280,000 compounds, 0.036% hits; active means well fitted inhibition curve with a large enough effect in the signal ratio, with a control signal flat, not every such curve was filed as active; inconclusive means small, poorly fitted or top-dose-only effect, or effect the other way, or a change in a side signal; inactive means no such curve, though single readings can be large or run the other way; the % refers to the signal ratio; further: on the % scale 0 is the no-effect control and ±100 the full control effect
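Compounds (final 92 nM to 58 uM) are added to His-tagged MBNL1 and biotin-(CUG)12, then terbium anti-His antibody and streptavidin-XL665 (5 nM final). After 60 min at room temperature, the 665/545 nm ratio is read.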
RORg inh: ROR gamma (mouse) transcription inhibition; Drosophila S2 Gal4-RORgamma UAS-luciferase reporter, 20 h; Potency, µM (highest dose often 53.6 µM), without a hit: top-dose activity change, negative = inhibition, hits mostly inhibitors; 310,000 compounds, 5.4% hits; AID 2551; further: on the % scale 0 is the no-effect control and ±100 the full control effect; nearly all actives have a fitted effect of over 60% in size
Target sequence (P51450 whole entry, looked up, the tested form may be a part): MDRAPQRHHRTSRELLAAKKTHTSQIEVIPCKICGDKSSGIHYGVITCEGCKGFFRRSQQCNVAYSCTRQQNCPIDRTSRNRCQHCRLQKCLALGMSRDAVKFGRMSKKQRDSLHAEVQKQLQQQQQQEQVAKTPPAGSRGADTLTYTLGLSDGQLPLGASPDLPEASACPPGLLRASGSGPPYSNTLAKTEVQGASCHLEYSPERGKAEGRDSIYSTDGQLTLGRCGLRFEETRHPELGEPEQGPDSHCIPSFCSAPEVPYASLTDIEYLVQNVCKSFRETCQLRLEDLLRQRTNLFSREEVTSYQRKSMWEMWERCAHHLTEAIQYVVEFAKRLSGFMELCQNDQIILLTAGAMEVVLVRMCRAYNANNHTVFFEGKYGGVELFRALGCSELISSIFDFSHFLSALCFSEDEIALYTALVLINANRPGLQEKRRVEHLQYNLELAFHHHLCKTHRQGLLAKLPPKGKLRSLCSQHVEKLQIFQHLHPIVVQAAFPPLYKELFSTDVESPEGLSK
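Luminescence from a UAS-regulated Photinus luciferase reporter in stably transfected Drosophila Schneider cells is measured; decreased signal marks ROR gamma inhibition. Fusion expression is induced by 700 uM copper sulfate for 20 hr.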
p53 reactivator: mutant p53 re-activation in reporter cells; Potency, µM (top dose mostly 92.2 µM), without a hit: at the top dose activity change, positive = activation, hits mostly activators; 320,000 compounds, 0.063% hits; H1299 p53-A138V BP100-luciferase reporter, luminescence, 24 h; further: % of control where 0% means no effect; nearly all actives have a fitted effect of over 45% in size
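p53-null H1299 cells stably carrying temperature-sensitive p53-A138V and a BP100-luciferase reporter were pinned with compounds (4-point, 1:5 series) and held 24 hrs at 37 deg C. Luminescence was read 10 min after detection reagent.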
BRCA1 expr up: increases BRCA1 expression; MCF7-BRCA1-FFLuc reporter, luminescence, 48 h; response scale: scaled: vehicle 0%, 10 µM genistein 100%; 380,000 compounds, 1.1% hits; Potency, µM (top dose mostly 46.1 µM), without a hit: at the highest dose activation, hits mostly activators; further: nearly all actives have a fitted effect of over 80% in size; some results filed as inactive show a strong effect at the top dose
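Luminescence from a BRCA1-driven firefly luciferase in MCF7 cells was read after 48 h compound exposure at 37 C. Data normalized against DMSO and a 10microM genistein activation control, then curve-fitted across the titration.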
Rab9 promoter act: activators of Rab9 promoter. Huh7 Rab9 promoter-luciferase reporter, luminescence, 24 h. Potency, µM (titrated, usually from 9.22 µM), for inactives: at the top dose activation, negative = inhibition, most hits filed as activators. 320,000 compounds, 2.8% hits; further: % of control where 0% means no effect; nearly all actives have a fitted effect of over 60% in size
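Steps: seed 1500 Huh7 Rab9-luc cells per well, rest 2 h at 37 °C; add compound in DMSO; incubate 24 h; add luciferase reagent, 10 min ambient; read luminescence.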
VP16 counter: counter-screen for ROR gamma inhibitors: Gal4-VP16 reporter | Drosophila S2 Gal4-VP16 UAS-luciferase, luminescence, 20 h | Potency, µM (highest dose often 53.6 µM), for inactives: at the highest dose activity, negative = inhibition, usual class: inhibitors | 310,000 compounds, 3.5% hits | AID 2546;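 further: Gal4-VP16 expression switched on by copper sulfate through the metallothionein promoter; on the % scale 0 is the no-effect control and ±100 the full control effect; nearly all actives have a fitted effect of over 50% in size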
The depositor's hits bear a star; ? = inconclusive; . = no result given; [ ] = dose if it differs, or a comment. Unless noted, the call rests on the fitted dose curve; in most records, active means well fitted curve in the direction sought with a large enough effect; inconclusive means small, poorly fitted or top-dose-only effect, or another doubt; inactive means no such curve, though single readings can be large; an effect the other way counts as inactive or inconclusive. Potency means the concentration at half of the fitted maximal effect.

compound | FLuc counter | NPC1 prom act | ELG1 genotox | uPA surface inh | MBNL1-CUG inh | RORg inh | p53 reactivator | BRCA1 expr up | Rab9 promoter act | VP16 counter
Cc1cc(C(=O)Nc2cccc(S(=O)(=O)N3CCCCC3)c2)c2ccccc2n1 | -2% | -4% | -13% | 8% | 1% | 24% | -1% | -39% | 2% | -1%
Cc1ccc(Cn2c(CN3CCOCC3)nc3c2c(=O)[nH]c(=O)n3C)cc1 | -2% | -6% | 9% | . | -9% | -8% | -7% | 1% | 4% | 5%
C/C(N)=C(/C#N)C(=O)COC(=O)CCCNC(=O)c1ccc(Cl)cc1 | ? | -4% | 0% | 1% | -5% | 10% | -1% | -1% | -5% | 19%
CCn1cnc2sc(-c3ccccc3)cc2c1=O | 6µM* | 1.3µM* | 3.7µM* | -9% | ? | -3% | ? | ? | 2.8µM* | -16%
COc1ccc(N2C(S)=C(C#N)C(=O)NC2c2ccco2)cc1 (stereo unspecified) | -14% | 0% | 1% | -8% | -13%[11.5 µM] | -37% | ? | 8% | 0% | ?
CCOC(=O)c1ccc(NC(=O)Cn2nnc(-c3ccc(F)cc3)n2)cc1 | 0% | -1% | 1% | 4% | -4% | -39% | 1% | -1% | -10% | 3%
Cc1ccc(C(=O)C[n+]2cc(Br)cc(Br)c2)cc1 | 3% | -9% | -6% | 3% | . | 3% | -1% | -1% | -5% | 5%
CC(C)=CC(=O)Nc1ccccc1C(N)=O | -4% | 0% | -6% | 3% | 9% | -5% | 3% | 13% | 10% | -15%
Nc1nc(Sc2ncccc2[N+](=O)[O-])n[nH]1 | -2% | -2% | 1% | 1% | ? | -10% | 2% | 3% | -3% | -7%
O=C(/C=C\c1cn(-c2ccccc2)nc1-c1cccs1)N1CCOCC1 | 7.6µM* | -2% | -6% | -1% | 24% | ? | 0% | 22% | -2% | -2%
O=C(CN1CCCCC1)NC(=O)NCc1ccccc1 | 0% | 2% | -3% | 1% | ? | 6% | 13% | 8% | -1% | -1%
O=C(Nc1ccccc1C(=O)N1CCCCC1)c1ccc(Cl)cc1Cl | -2% | 29% | -23% | 11% | -2% | 0% | 0% | -11% | 1% | -4%
CC(C)(C)c1ccc(Oc2ccc(NC(=O)c3ccccc3C(=O)O)cn2)cc1 | 19µM* | -1% | -6% | -21% | -4% | 26% | -8% | -82% | -1% | -10%
OC(COc1cccc(OCC(O)CN2CCCC2)c1)CN1CCCC1 (stereo unspecified) | 5% | 0% | 1% | 9% | -5% | -7% | -12% | 18% | -5% | -2%
O=C1CC(NS(=O)(=O)c2cccs2)CN1c1cccc(F)c1 (stereo unspecified) | -1% | -5% | -1% | 0% | . | . | -3% | -17% | 2% | .
O=C(O)c1ccc(CSc2nnc(-c3ccco3)o2)cc1 | -10% | -1% | -1% | -5% | -5% | 2% | 2% | -4% | -3% | 7%
Cc1cccc(N2CCN(C(=O)c3ccncc3)CC2)c1C | 0% | -23% | -9% | -6% | 0% | -20% | 1% | -79% | -20% | -4%
O=C(Nc1ccccc1[N+](=O)[O-])c1cc(S(=O)(=O)Nc2ccccn2)ccc1Cl | ? | 3% | -4% | 0% | ? | 0% | 5% | -9% | -2% | 5%
Cc1ccc(F)cc1NC(=O)COC(=O)C1CCN(c2ccc(C(F)(F)F)cn2)CC1 | 0% | 0% | 15% | -18% | . | . | 7% | -52% | 0% | .
Cc1cc(C)c(C(=O)Nc2cccc(F)c2)c(Cl)n1 | -2% | -3% | -13% | -23% | -6% | -2% | -5% | -4% | -3% | -13%
CCCCn1nnnc1NCc1ccc(C)cc1 | -1% | 7% | 0% | -30% | -19% | -11% | 1% | 2% | -2% | 4%
COc1cc(CO)cc(Br)c1OCC(=O)N1CCCCC1 | 2% | -1% | ? | . | 14% | ? | -4% | 1% | 7% | ?
COCCCNS(=O)(=O)c1ccc2[nH]c(=O)[nH]c2c1 | 0% | -3% | -2% | 2% | -7% | -5% | 0% | -25% | -2% | 2%
CCOC(=O)c1ccc(NC(=O)CS(=O)(=O)c2cn(CC)c3ccccc23)cc1 | -19% | -2% | 1% | -3% | -12% | 33% | 8% | -22% | -7% | -3%
CS(=O)(=O)c1ccc(NC(=O)c2ccc3c(c2)S(=O)(=O)N=C2CCCCCN23)cc1 | ? | -3% | -1% | -1% | . | . | 1% | 21% | -8% | .
CC(=O)N1CCN(C(=O)c2cc(S(=O)(=O)N(C)Cc3ccccc3)ccc2Cl)CC1 | 10% | 5% | 0% | -6% | . | . | -2% | -6% | -3% | .
Cc1ccc(Cl)cc1N1CCN(S(=O)(=O)c2ccc(-c3ccc(=O)[nH]n3)o2)CC1 | -2% | -6% | 3% | 1% | 13% | -22% | -3% | 0% | 0% | -1%
COc1ccc2[nH]c(=O)c(CN(CCCN3CCOCC3)C(=O)NCc3ccccc3)cc2c1 | -1% | -1% | 2% | 3% | -10% | 0% | -1% | 7% | -2% | 1%
CN(CC(O)COc1c(F)cc(Br)cc1F)C1CCCCC1 (stereo unspecified) | -1% | -7% | -1% | -2% | 0% | -13% | -6% | -18% | -1% | -5%
CCCCNC(=O)CCCCn1c(=S)[nH]c2c([nH]c3ccc(OC)cc32)c1=O | -1% | -8% | -3% | 5% | 1% | 2% | -3% | -1% | -5% | 0%
CC(=C\c1ccccc1)/C=C1/SC(=S)N(C(C(=O)O)C(C)C)C1=O (stereo unspecified) | 27µM* | 1% | 0% | 7% | 19% | 5% | ? | 33% | 1% | 10%
CCN(CC)CCCn1c2c(c(SCC(=O)Nc3cccc(C(C)=O)c3)nc1=O)CCC2 | 2% | 2% | -3% | -6% | . | . | -10% | -45% | -9% | .
COc1cccc(N/C(N)=N/c2nc(CSc3ccccn3)cc(=O)[nH]2)c1 | 3% | -24% | ? | . | 4% | 28% | 6% | . | -15% | ?
COc1ccc(/C=N/NC(=O)Nc2cccc3nsnc23)cc1OC | -20% | 3% | 1% | 2% | 1% | -2% | -6% | -23% | -11% | ?
COc1ccc2c(c1)CCC/C2=N/OC(=O)c1ccccc1OC | 13µM* | -6% | -2% | -7% | . | 4% | 1% | 14% | 1% | 2%
CCOC(=O)/C(C#N)=C/c1cccn1-c1ccc(Cl)cc1 | 0% | -3% | 1% | 0% | 5% | -5% | -1% | -9% | 1% | -9%
O=C(C1CCCN(S(=O)(=O)c2cccc3nonc23)C1)N1CCC(Cc2ccccc2)CC1 (stereo unspecified) | 0% | . | . | -1% | ? | ? | . | -71%[inhibitor] | . | 10%
CCOC(=O)N/N=C/c1ccc(OCCSc2ccc(Cl)cc2)c(OCC)c1 | -2% | -5% | -8% | -1% | -25% | ? | -3% | -5% | -13% | -14%
O=C(/C=C/c1ccc(F)cc1)Nc1ccc(S(=O)(=O)Nc2ncccn2)cc1 | 17µM* | -1% | 3% | -4% | . | 11% | -2% | 5% | 1% | 12%
Cc1ccc(C(=O)Nc2nnc(NC(=S)Nc3ccccc3)s2)cc1 | 19µM* | 24% | 7% | -5% | 3% | 0.28µM* | 0% | 60% | 26% | 1.1µM*
N#Cc1c(SCC(N)=O)nsc1SCc1ccccc1Cl | -4% | -1% | 0% | -3% | -2% | -16% | -6% | -36% | 0% | -7%
CC(C)CNC(=O)C1CCN(c2ccc(S(=O)(=O)N3CCOCC3)cc2[N+](=O)[O-])CC1 | 4% | 0% | 1% | -9% | ? | 21% | 3% | -12% | -6% | 1%
CCOC(=O)c1c(OCC)[nH]c2c1cc(O)c1ccccc12 | ? | 10% | -16% | -12% | 10% | ? | 19% | -43% | -1% | ?
CCC(=O)Nc1c2c(nn1-c1cccc(Cl)c1)CSC2 | -2% | 1% | -1% | -12% | -7% | -6% | 10% | 3% | -3% | 11%
Cc1nnc2sc(SCC(=O)Nc3cccc(Cl)c3)nn2c1=O | 3% | 0% | -3% | 0% | 4% | -23% | 0% | -39% | 2% | -7%
Cc1c(OCC(=O)N2CCC(C(=O)O)CC2)ccc2c1oc(=O)c1ccccc12 | ? | 3% | 6% | 2% | -12% | -29% | 11% | -3% | -7% | -3%
COc1ccc(C(=O)Nc2nncs2)cc1S(=O)(=O)N1CCOCC1 | 0% | -6% | -2% | -10% | -4% | -19% | 7% | -6% | 0% | -16%
Cc1cc2nncn2c2ccccc12 | 0% | 1% | 11% | 0% | -1% | 11% | -2% | -20% | 0% | -8%
O=C(CC(=O)c1ccccc1O)c1cccc(F)c1 | ? | ? | 6% | -8% | 9% | 7.1µM* | ? | -28% | 18% | ?
CC1CCCN(c2sc(S(C)(=O)=O)nc2S(=O)(=O)c2ccc(Cl)cc2)C1 (stereo unspecified) | 3% | -2% | -10% | -16% | 1% | -10% | -1% | -29% | -4% | -4%

Complete entries, looked up by structure.
COc1ccc(C(=O)Nc2nncs2)cc1S(=O)(=O)N1CCOCC1 reads FLuc counter = 0%; NPC1 prom act = -6%; ELG1 genotox = -2%; uPA surface inh = -10%; MBNL1-CUG inh = -4%; RORg inh = -19%; p53 reactivator = 7%; BRCA1 expr up = -6%; Rab9 promoter act = 0%; VP16 counter = -16%
Cc1cc2nncn2c2ccccc12 reads FLuc counter = 0%; NPC1 prom act = 1%; ELG1 genotox = 11%; uPA surface inh = 0%; MBNL1-CUG inh = -1%; RORg inh = 11%; p53 reactivator = -2%; BRCA1 expr up = -20%; Rab9 promoter act = 0%; VP16 counter = -8%

Compound activity from PubChem BioAssay.
